# Screening data from PubChem.
# hERG WT inh: qHTS for Inhibitors of KCHN2 3.1: Wildtype qHTS. U2OS, BacMam KCNH2, thallium flux FluxOr; hits give low values. activity change, % at 1.84 µM. AID 720551, 2013. Voltage-gated inwardly rectifying potassium channel KCNH2 (Homo sapiens), Q12809. 340,000 compounds, 0.37% hits;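 active = maximum activity change below -70%; inconclusive = maximum activity change between -70% and -50%; inactive = maximum activity change above -50%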; note: % is set by controls: 0 for no effect and ±100 for the full control effect
#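 U2OS cells were transduced with wild-type KCNH2 virus (2.03 x 10^8 / mL) for 4 h at room temperature, then cultured overnight at 37 C. Thallium flux was read with FluxOr dye. Rate constants were normalized to DMSO controls.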
# Coupling enz: qHTS Assay for Inhibitors of Fructose-1,6-bisphosphate Aldolase from Giardia Lamblia: Coupling assay counterscreen. activity change, negative = inhibition, % at 58.2 µM, hits read low. coupling enzyme system counterscreen, AmpLite Red fluorescence. 290,000 compounds, 0.67% hits; in the data active = activity change below about -30%; note: % is set by controls: 0 for no effect and ±100 for the full control effect
#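 Activity here indicates interference with the coupling reaction, not aldolase inhibition. Compounds at 57.5 uM final met coupling enzymes for 10 min at RT; substrate and AmpLite Red detection followed, with a 525/598 nm fluorescence read after 20 min.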
# TSHR antagonist: Antagonists of the Thyroid Stimulating Hormone Receptor: HTS campaign; AID 504810, 2011; 330,000 compounds, 0.2% hits; TSHR-expressing cells, TSH-stimulated cAMP HTRF, 2 h; hits give low values; Thyrotropin receptor (Homo sapiens), P16473; activity change, negative = inhibition, % at 11.5 µM;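 active = activity change below a set negative limit, meaning inhibition stronger than a set level, cut at about -70% in these data; inconclusive = activity change between two set negative limits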; note: % is set by controls: 0 for no effect and ±100 for the full control effect
#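 TSHR-expressing cells were treated with compounds, then stimulated with TSH at EC80 (4nM final) for 2 hours at 37 deg C. Cellular cAMP was measured by HTRF competition between lysate cAMP and cAMP-d2 for a cryptate-labelled anti-cAMP antibody.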
# Giardia killer: Small Molecules that selectively kill Giardia lamblia: qHTS; activity change, % at 7.66 µM, hits read low; 340,000 compounds, 0.15% hits; Giardia lamblia trophozoite viability; AID 540267, 2011; in the data active = activity change below about -80%; inconclusive = between about -30% and that limit;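 note: parasites exposed to compound for two days anaerobically before the ATP read; % is set by controls: 0 for no effect and ±100 for the full control effect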
#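 Trophozoite viability was measured as ATP-dependent luminescence, read 15-30 min after reagent addition. Before that, parasites at 100 cells/well were exposed to compounds for 48 h, anaerobically, at 37 deg C.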
# A-T KAP1 phos: qHTS Assay for Identifying a Potential Treatment of Ataxia-Telangiectasia; […] A-T fibroblasts, KAP-1 phosphorylation AlphaLISA; neocarzinostatin DNA damage 30 min before lysis; Potency, µM (doses to about 57.5 µM), for inactives: at the highest dose activation, usual class: activators; 320,000 compounds, 0.19% hits; note: potency is the fitted concentration of half-maximal effect; % of control where 0% means no effect; nearly all actives have a fitted effect of over 45% in size
#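 hTERT-immortalized A-T patient fibroblasts ([…]), 500 cells/well in OPTI-MEM, 1% FBS, got compounds for 60 min, then NCS for 30 min at 37C. Lysates were then assayed for phospho-KAP-1 by AlphaLISA (anti-pKAP1 donor, anti-KAP1 acceptor beads), 6 hr at 25C.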
# Tb PFK block: qHTS Assay to Find Inhibitors of T. brucei phosphofructokinase; ATP-dependent 6-phosphofructokinase (Trypanosoma brucei brucei), O15648; T. brucei PFK, ADP-Glo luminescence; Potency, µM (series often up to 57.5 µM), inactives show at the highest dose activity, negative = inhibition, actives largely listed as inhibitors; 330,000 compounds, 0.17% hits; AID 485367, 2010;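 note: potency is the fitted concentration of half-maximal effect; 0% = uninhibited 1x PFK enzyme wells and -100% = no-enzyme wells; nearly all actives have a fitted effect of over 60% in size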
#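 In TEA buffer at pH 8.0 with 5 mM MgCl2, enzyme (1.25 nM) converted F6P (0.5 mM) and ATP (0.1 mM) for 45 min at room temperature. ADP product was read by luciferase luminescence.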
# TCR activator: Activators of T cell receptors: qHTS campaign. primary human leukocytes, anti-CD3, IL-2 HTRF, 48 h. Potency, µM (top dose mostly 9.22 µM), inactives show at the highest dose activation of IL-2 secretion, usual class: activators. 330,000 tested, under 10 active. AID 504894, 2011; note: % of control where 0% means no effect
#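 IL-2 produced over 48 hr by a-CD3 bead-stimulated primary human leukocytes exposed to compounds was detected with a homogeneous time-resolved FRET immunoassay, 665nm acceptor signal after 320nm excitation.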
# Chronic BCR inh: qHTS Assay to Find Inhibitors of Chronic Active B-Cell Receptor Signaling | 340,000 compounds, 0.05% hits | Potency, µM (titrated, usually from 46.1 µM), for the others: top-dose ratio change, negative = lower green/red ratio, actives largely listed as inhibitors | ABC-DLBCL IkBa-CBG/CBR reporter, luminescence ratio, 4 h; active = well fitted inhibition curve with a large enough effect in the signal ratio, with a control signal flat, not every such curve was filed as active; inconclusive = small, poorly fitted or top-dose-only effect, or effect the other way, or a change in a side signal; the % refers to the signal ratio;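 note: potency is the fitted concentration of half-maximal effect; plate controls were basal doxycycline-induced cells for no effect and cells given 10 µM MG132 for full effect; MG132 reads +100%, hits lower the ratio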
#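 TMD8 human ABC-DLBCL cells with doxycycline-inducible IκBα–green luciferase fusion and unfused red luciferase, in 0.5% FBS medium; compounds up to 46 uM, 4 h at 37C. Green/red luminescence ratio, filter-overlap corrected, fitted to concentration-response curves.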
# GALK inhibitor: qHTS Assay for Inhibitors of Human Galactokinase (GALK); 270,000 compounds, 0.007% hits; P51570; Potency, µM (titrated, usually from 57.5 µM), for the others: top-dose activity change, negative = inhibition, usual class: inhibitors; Purified GALK, Kinase-Glo residual ATP luminescence; note: potency is the fitted concentration of half-maximal effect; % is set by controls: 0 for no effect and ±100 for the full control effect
#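 5 nM enzyme, 35 uM ATP, 100 uM galactose, 20 mM HEPES pH8.0, 5 mM MgCl2; 1 h RT; residual ATP by Kinase-Glo Plus luminescence, qHTS format.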
# MLL CXXC-DNA inh: qHTS Fluorescence Polarization Assay for Inhibitors of MLL CXXC domain - DNA interaction | Potency, µM (highest dose often 115 µM), for inactives: top-dose activity change, negative = inhibition, most hits filed as inhibitors | MLL-CXXC / FITC-HOXA9 DNA fluorescence polarization | AID 2662, 2010 | 290,000 compounds, 0.037% hits; active = well fitted inhibition curve with a large enough effect in the polarisation, with a control signal flat, not every such curve was filed as active; inconclusive = small, poorly fitted or top-dose-only effect, or effect the other way, or a change in a side signal; inactive = no such curve, though single readings can be large or run the other way; the % refers to the polarisation; note: potency is the fitted concentration of half-maximal effect
#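 Fluorescence polarization: 7 uM MLL-CXXC (stock) preincubated 5 min with compounds, then 50 nM fluorescein-HOX-A9 DNA (stock) added; 30 min ambient. Buffer 50 mM Tris-HCl pH 7.5, 50 mM NaCl, 1 mM DTT, 0.05% BSA.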
# * hit, by the source's call; ? = inconclusive; · = not tested or not shown; & = joins results of further samples; [ ] = another dose, or the depositor's remark. Unless noted, calls come from the whole dose curve; as a rule, active = well fitted curve in the direction sought with a large enough effect; inconclusive = small, poorly fitted or top-dose-only effect, or another doubt; inactive = no such curve, though single readings can be large; an effect the other way counts as inactive or inconclusive.
SMILES,hERG WT inh,Coupling enz,TSHR antagonist,Giardia killer,A-T KAP1 phos,Tb PFK block,TCR activator,Chronic BCR inh,GALK inhibitor,MLL CXXC-DNA inh
Cc1nc(-c2ccccn2)nc(SCC(=O)N2CCOCC2)c1Cl,-26,0,2,-6,-6%,7%,-3%,?,·,-3%
O=c1[nH]c2cc(S(=O)(=O)CCO)ccc2o1,-9,2,-2,-27,-5%,0%,8%,6%,5%,10%
CCc1nnc(NC(=O)CSc2ncnc3c2cnn3-c2ccc(OC)cc2)s1,1,·,6,29,-1%,0%,7%,2%,-1%,34%[activator]
Cc1ccc(S(=O)(=O)N2CCC(C(=O)NCCCN3CCOCC3)CC2)cc1C,0,·,3,-7,1%,-1%,6%,-2%,·,·
COc1cc(S(=O)(=O)N2CCOCC2)ccc1NC(=O)COC(=O)CC12CC3CC(CC(C3)C1)C2,-13,0,-1,6,1%,-7%,-1%,4%,-2%,13%
CCc1nnc(SCC(=O)Nc2ccc3c(c2)OCO3)o1,1,-4,5,2,4%,-2%,-5%,0%,-3%,5%
O=C(COc1ccccc1)OCc1csc(Nc2ccccc2)n1,0,0,4,-1,0%,2%,12%[46.1 µM],5%,0%,-8%
COc1ccc(C(=O)Nc2c3c(nn2-c2ccc([N+](=O)[O-])cc2)CS(=O)(=O)C3)cc1,3,-3,-5,-21,3%,13%,7%,13%,-1%,0%
CCOC(=O)/C(C#N)=C1/C=CN(c2ccccc2)C=N1,14,-3,6,-8,-3%,-19%,-19%,6%,-3%,7%
CCN(CC)S(=O)(=O)c1ccc(C(=O)NC2=NCCS2)cc1,4,1,-6,-14,15%,-3%,2%,1%,-2%,0%
NC(=O)c1ccccc1NC(=O)CCCN1C(=O)CCC1=O,-8,-2,4,-6,3%,5%,1%,8%,2%,0%
O=C(COc1ccccc1[N+](=O)[O-])NC1CC1,-2,0,5,6,-1%,1%,-2%,-3%,0%,13%
CCOc1cccc2cc(-c3cn4cc(C)ccc4n3)c(=O)oc12,-12,1,-6,?,2%,4%[0.46 µM],6%,?,-1%,-2%
Cn1c(=O)c2c(ncn2CC(O)CO)n(C)c1=O (stereo not given),-2,2&-2,4,-24,-4%,-1%,56%,?,-2%,8%
Cc1nc(SCC(=O)N2CCN(c3ccccc3)CC2)c2oc3ccccc3c2n1,-13,2,-11,-2,0%,-3%,1%,?,0%,2%
COC(=O)/C=C1\NCCSC1=O,0,0,3,1,5%,-2%,-1%,0%,7%,1%
CC/C=C/C(=O)N1CC2(CC(c3cccc(NC(=O)CCCCC)c3)=NO2)C[C@H]1C(N)=O (stereo not given in full),-8,2,8,-8,-23%,0%,1%,0%,-3%,4%
CCCNCc1cc(Br)ccc1OCC(=O)NCCc1ccccc1,38,-1,-5,-1,-1%,1%,-4%[46.1 µM],1%,2%,-3%
C[C@H](CO)N1C[C@H](C)[C@@H](CN(C)C(=O)Nc2ccc3c(c2)OCO3)Oc2ccc(NC(=O)Nc3ccc4c(c3)OCO4)cc2C1=O,1,·,-2,-6,2%,-5%,1%,3%,·,·
C1=C(c2ccccc2)Nc2nnnn2C1,-2,3,7,2,-2%,11%,6%,2%,-3%,-4%
O=C(OCc1c(Cl)nc2sccn12)c1cc2c(s1)CCCC2,1,-5,-5,48[activator],1%,4%,-1%,-3%,3%,-10%
Cc1cc(=O)oc2cc(NC(=O)CCC(=O)O)ccc12,0,-1,-9,7,7%,1%,-2%,?,-2%,0%
Cc1ccc(C)c(NC(=O)c2cc(S(=O)(=O)N3CCCCC3)c[nH]2)c1,0,-1,4,14,4%,-6%,1%,-2%,·,-4%
COc1ccc(-c2csc(NC(=O)C3CC(=O)N(c4ccc5c(c4)OCCO5)C3)n2)cc1 (stereo not given),-4,-1,8,6,-7%,-2%,-8%[46.1 µM],17%,0%,-3%
O=C(COC(=O)c1ccc2ncsc2c1)Nc1ccccc1Br,5,·,-4,-2,7%,0%,·,-7%,·,·
CN1CCN(C(=O)c2ccc3c(=O)n(Cc4ccco4)c(=S)[nH]c3c2)CC1,-3,1,3,-3,5%,-12%,6%,-12%,-1%,-16%
COC(=O)c1ccc(CSc2nc(C(F)(F)F)c3c(c2C#N)CCC3)o1,-13,-2,3,-7,7%,-2%,3%,?,-3%,-11%
O=C(COC(=O)CN1C(=O)NC2(CCCCC2)C1=O)Nc1cc(F)ccc1F,-6,·,2,7,4%,0%,10%,5%,·,·
Nc1c2c(nc3ccc(Br)cc13)N(Cc1ccccc1)CC2,-12,-1,5,0,-6%,0%,-15%[46.1 µM],9%,-4%,?
CC(=O)c1cnc2cc(-c3ccc(Cl)cc3)nn2c1C,-21,-1,4,-27,·,4%,1%,?,2%,3%
O=C(O)CCCNS(=O)(=O)c1ccc(NCc2ccccc2)c(C(=O)O)c1,-2,8,18,-18,-2%,-1%,1%,10%,1%,-12%
CCOC(=O)C(Cc1ccccc1)(Cc1ccccc1)C(C)=O,-1,-2,13,6,7%,1%,-1%,-2%,-2%,10%
Cc1cc(C)c(C#N)c(SCC2COc3ccccc3O2)n1 (stereo not given),1,4,-26,-4,·,-1%,-3%,?,-2%,10%
Cc1ccc(-c2nn(-c3ccccc3)cc2/C=C2\SC(=S)N(CCCCCC(=O)O)C2=O)o1,-2,2,-21,-13,9%,4.8µM*,-2%,?,-4%,?
Nc1ccc(-c2ccc(N)cc2C(F)(F)F)c(C(F)(F)F)c1,3,-3,-14,-1,1%,-3%,4%,-10%,0%,0%
CCN(C(=O)COC(=O)c1cccc(-n2cnnn2)c1)C1CCCCC1,-8,6,-9,0,4%,-3%,2%,2%,0%,2%
Nn1c(SCC(=O)Nc2ccccc2F)nnc1-c1cccs1,-1,·,0,-10,1%,3%,5%,3%,·,·
CC1=C(C(=O)NC2CC(C)(C)Cc3c2cnn3-c2cccc(F)c2)OCCO1 (stereo not given),-3,·,2,34[activator],-2%,1%,5%,5%,6%,12%
COc1cc2c(cc1OC)C(c1cccnc1)CC(=O)N2 (stereo not given),-2,-1,7,16,3%,-1%,-2%[46.1 µM],-7%,0%,3%
COc1ccc(C(CC(=O)N2CCN(c3ccccc3)CC2)c2c(OC)cc(OC)c3c(-c4ccccc4)cc(=O)oc23)cc1 (stereo not given),·,0,13,·,-54%[inhibitor],-7%,·,-4%,4%,-1%
O=C(Nc1ccc2[nH]c(=S)sc2c1)c1ccccc1,0,2,-2,-2,2%,-3%,-4%[46.1 µM],-6%,0%,49%[activator]
OC(C#CCCN1CCCCC1)(c1ccccc1)c1ccccc1,8,7,8,9,6%,-5%,9%,10%,2%,?
CCCn1nnnc1SCC(=O)c1ccc2c(c1)OCCO2,-7,1,-2,4,6%,-3%,5%,2%,-3%,7%
CCCC[n+]1ccc(-c2nc3ccc([N+](=O)[O-])cc3[nH]2)cc1,0,-2,-3,11,·,1%,-4%[46.1 µM],?,-1%,-15%
CN(C1CCCCC1)S(=O)(=O)c1ccc(C(=O)N2CCN(c3nc4ccccc4s3)CC2)cc1,3,1,11,4,-1%,-2%,3%[46.1 µM],4%,-1%,-6%
COc1ccc(C2=NO[C@@](CC(=O)O)(C(=O)Nc3ccc4c(c3)OCCO4)C2)cc1,-8,0,9,15,-2%,-18%,-7%,6%,·,2%
O=C(COC(=O)CCC(=O)c1ccc(F)cc1)Nc1cccc(S(=O)(=O)N2CCOCC2)c1,3,-5,-11,-16,3%,-3%,7%,6%,14%,6%
Cn1nnnc1SCc1ccc([N+](=O)[O-])cc1,0,1,14,-23,3%,-14%,0%[46.1 µM],?,1%,8%
O=C(CN1CCN(Cc2ccccc2Cl)C1=O)NC1CCCCCC1,-6,0,-3,-3,0%,0%,8%,?,0%,10%

# Entries listed above marked active in Tb PFK block:
compound,TSHR antagonist,Tb PFK block,TCR activator,Chronic BCR inh,GALK inhibitor,MLL CXXC-DNA inh
Cc1ccc(-c2nn(-c3ccccc3)cc2/C=C2\SC(=S)N(CCCCCC(=O)O)C2=O)o1,-21,4.8µM*,-2%,?,-4%,?
